High-throughput results deposited in PubChem BioAssay by Broad Institute.
S100A4 MyoIIA = inhibitors of S100A4-myosin IIA peptide binding, primary screen, biochemical, fluorescence polarization, TAMRA-MyoIIA peptide. inhibition, % at 10.7 µM. actives 0.14% (n = 360,000). AID 652163, 2013;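 active means mean inhibition of at least 70% across replicates, with every replicate also reaching that level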
Target sequence (P26447 whole entry, looked up): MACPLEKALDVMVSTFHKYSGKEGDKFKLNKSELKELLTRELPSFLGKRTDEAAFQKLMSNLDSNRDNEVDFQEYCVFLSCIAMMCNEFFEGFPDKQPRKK
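Material: S100A4 monomer (human). Medium: Calcium-containing HEPES buffer, pH 7.2. Probe or stimulus: labelled myosin peptide probe, 5 nM. Compound dosing: one concentration per compound. Timing: polarization read 5 min after assay mix addition, stable 5–60 min. Benchmarks: DMSO as neutral control, TFP as positive control.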
esBAF inh = Bmi1 luciferase reporter increase in mESCs, primary screen, esBAF inhibitor project, mouse ES cells, Bmi1 luciferase knock-in, single point; 24 h; 100% = twice the neutral-well signal; reporter increase, % at 12.5 µM; actives 2% (n = 350,000); AID 602393, 2012; in the data active means activation above about 40%;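 further: 0% = median of the plate's neutral control wells and 100% = double that signal; a rise in the Bmi1 reporter signal indicates esBAF inhibition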
RAD52 inh = RAD52 DNA annealing inhibitors, primary screen, biochemical, FRET, single point, set 2 | recombinant RAD52 DNA annealing, FRET fluorescence | inhibition, % at 18.7 µM | actives 0.46% (n = 360,000);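 active means every replicate showing at least 50% inhibition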
Target sequence (P43351 whole entry, looked up): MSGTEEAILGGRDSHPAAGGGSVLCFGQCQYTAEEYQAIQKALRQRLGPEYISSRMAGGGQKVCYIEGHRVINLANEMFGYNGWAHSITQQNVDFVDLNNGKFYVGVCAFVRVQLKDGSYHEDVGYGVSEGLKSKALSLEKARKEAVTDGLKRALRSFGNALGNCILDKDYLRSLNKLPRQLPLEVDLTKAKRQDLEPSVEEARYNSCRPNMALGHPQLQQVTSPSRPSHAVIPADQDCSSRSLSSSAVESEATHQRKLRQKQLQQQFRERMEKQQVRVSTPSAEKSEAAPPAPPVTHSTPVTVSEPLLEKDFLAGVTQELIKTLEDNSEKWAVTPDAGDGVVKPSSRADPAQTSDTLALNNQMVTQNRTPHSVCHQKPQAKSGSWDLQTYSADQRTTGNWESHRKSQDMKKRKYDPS
E-sel inducer = E-selectin induction in HUVECs, primary screen, imaging, HUVEC, immunofluorescence imaging, single point; normalized: neutral wells 0, TNF-alpha wells 100; activation, % at 7.58 µM; actives 0.37% (n = 260,000);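 active means mean E-selectin-positive cell signal at least 10% of the positive control, reached in at least 60% of replicates, without over 20% cell loss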;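 further: in these data hits start at about 27%; measured in HUVEC primary endothelial cells; signal is the percent of cells scored E-selectin positive by PE staining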
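assay system = HUVEC, human umbilical vein endothelial cells | input = 3,000 HUVEC seeded per well | medium = EGM-2 growth medium on 0.1% gelatin-coated wells | dosing = one compound dose added by pin transfer | signal = immunofluorescence imaging | read-out basis = % PE-positive cells | control set = TNF-alpha, DMSO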
ERp5 block = inhibitors of ERp5-driven insulin aggregation, primary screen, biochemical, turbidity, absorbance 650 nm, single point; Protein disulfide-isomerase A6 (Homo sapiens), Q15084; 90 min; inhibition, % at 9.99 µM; actives 0.05% (n = 350,000);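 active means mean replicate inhibition above about 25%, with every replicate also reaching it, limit read from the data, passing the limit was not always enough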
Target sequence (Q15084 whole entry, looked up): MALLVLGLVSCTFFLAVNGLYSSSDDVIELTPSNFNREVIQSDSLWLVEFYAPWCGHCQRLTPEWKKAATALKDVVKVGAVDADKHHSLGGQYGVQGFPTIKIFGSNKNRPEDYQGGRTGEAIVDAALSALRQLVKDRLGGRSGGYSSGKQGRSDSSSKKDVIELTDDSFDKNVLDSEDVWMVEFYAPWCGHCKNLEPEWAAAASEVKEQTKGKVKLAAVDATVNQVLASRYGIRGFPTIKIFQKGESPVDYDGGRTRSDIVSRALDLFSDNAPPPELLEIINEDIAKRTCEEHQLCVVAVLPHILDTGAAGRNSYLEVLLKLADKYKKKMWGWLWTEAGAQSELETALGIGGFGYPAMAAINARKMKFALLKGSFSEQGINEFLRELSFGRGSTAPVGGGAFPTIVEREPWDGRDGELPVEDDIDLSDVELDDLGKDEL
ERAP1 inh = human ERAP1 aminopeptidase inhibitors, primary screen, biochemical, single point, plate reader; Endoplasmic reticulum aminopeptidase 1 (Homo sapiens), Q9NZ08; recombinant ERAP1, Leu-AMC fluorescence, 60 min; inhibition, % at 10.7 µM; actives 0.15% (n = 340,000); AID 652197, 2013;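 active means mean replicate inhibition of at least 30%, or all replicates individually reaching that 30% level; inactive means mean below 30% and not every replicate reaching it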;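 further: 0% = neutral control wells and 100% = L-leucinethiol positive control wells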
Xi reactivation = activators of inactive X chromosome reactivation, primary screen, imaging, XiGFP fibroblasts, GFP high-content imaging, set 2; activation, % at 7.58 µM; XiGFP mouse fibroblasts, % GFP-positive cells imaging, 3 d; cells co-treated with 5-aza-dC sensitizer; scaled so ellipticine positive control = 100%; actives 0.055% (n = 360,000);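 active means mean normalized replicate activation at least 10% and every replicate at or above 10%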;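 further: 0% = median of on-plate neutral control wells and 100% = ellipticine 6 µM median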
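Assay system – SV40-immortalized XiGFP fibroblast cells, line 68-5-11 · Buffer or medium – DMEM supplemented with 5-aza-dC as sensitizing agent · Dosing – one concentration, pinned · Benchmarks – positive control ellipticine, 6 µM final · Times – 3 days compound exposure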
RAD54 branch = inhibitors of human RAD54 branch migration, primary screen, biochemical, fluorescence, single point; actives 0.14% (n = 360,000); AID 602329, 2012; RAD54 Holliday junction branch migration, FAM/BHQ fluorescence; inhibition, % at 10.4 µM; DNA repair and recombination protein RAD54-like (Homo sapiens), Q92698;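 active means mean normalized replicate activity at least 40 and at least half of replicates scoring 40 or more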;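 further: 0% = median of neutral control wells and 100% = median of positive control wells; inhibitors cause a drop in the FAM fluorescence signal; in these data hits start at about 50%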
Numbers without * were called inactive; x = no result given; & = joins results of further samples. Hits appear at their usual frequency, and some 2.5% of all compounds hit somewhere here.

SMILES	S100A4 MyoIIA	esBAF inh	RAD52 inh	E-sel inducer	ERp5 block	ERAP1 inh	Xi reactivation	RAD54 branch
C[C@H](O)C#Cc1ccc2c(c1)O[C@@H](CN(C)C)[C@@H](C)CN([C@@H](C)CO)S2(=O)=O	-3	-3	-4	1.1	-1	1	-0.7	-4
COc1ccc2nc(/C=N/NC(=O)[C@@H]3CCCN3C(=O)OC(C)(C)C)ccc2c1	-4	x	-4	-0.2	-1	6	0.1	4
COc1cc(NC(=O)c2ccccc2NS(=O)(=O)c2ccc(Cl)s2)cc(OC)c1	-7	x	-69	x	-2	1	0.0	9
CN(C)c1cccc(CNC(=O)c2csc([C@@H]3O[C@H](CO)[C@H](O)[C@H](O)[C@H]3O)n2)c1	-5	6	-11	-0.3	-2	-2	0.0	-8
COc1ccccc1CN1C[C@@H]2C[C@@H](c3[nH]c4c(C)cccc4c3C)N3CCC[C@@]23C1=O	-6	-2	-10	-0.1	8	-2	0.0	x
C=CCn1c(CNC(=O)c2cccs2)nnc1SCc1ccc(Cl)cc1Cl	x	1	x	0.0	x	x	-0.2	1
COc1ccc(S(=O)(=O)N[C@H]2C=C[C@@H](CC(=O)NCCc3ccncc3)O[C@H]2CO)cc1	-7	5	-17	-0.5	-1	-2	-0.2	-5
CCOc1ccccc1N(CC(=O)NCCSCc1ccco1)S(=O)(=O)c1ccccc1	11	x	-1	-1.0	3	-5	0.0	1
O=C(N/N=C/c1cc(Cl)ccc1O)c1ccncc1	2	x	-61	8.2	-10	-2	0.0	-7
CCOC(=O)N1CCN(c2c(N3CCN(c4cc(C)ccc4C)CC3)c(=O)c2=O)CC1	0	-6	-1	0.6	4	0	0.0	6
CN1CCN(C(=O)C[C@H]2CC[C@@H]3[C@H](COC[C@@H](O)CN3C(=O)c3ccccc3F)O2)CC1	-8	-3	-12	0.6	-2	-1	0.0	1
C[C@@H]1CN([C@@H](C)CO)C(=O)c2cc(N(C)C)ccc2O[C@@H](C)CCCCO[C@H]1CN(C)C(=O)c1ccccc1	2	23	-61	-0.1	0	0	0.2	1
CN(C)C(CNC(=O)c1cccc(S(=O)(=O)Nc2ccc(Br)cc2)c1)c1ccco1 (configuration not stated)	3	3	-16	-0.1	8	1	0.2	2
O=C(c1ccc(F)cc1F)N1CCN(c2n[nH]c(=O)[nH]c2=O)CC1	4	6	-7	0.0	6	-2	-0.1	7
CN1CCCN(c2ccc([N+](=O)[O-])cc2)CC1	-2	x	-1	x	-2	4	0.0	x
COc1ccc(Cn2cc(CN3CC(N4CC=CC4)CS3(=O)=O)nn2)cc1 (configuration not stated)	-29	x	-17	-0.1	-11	-1	0.1	x
CC(C)OC(=O)CCC(=O)Nc1ccc(F)cc1	6	-13	9	5.4	-2	-4	0.2	-7
O=C([C@H]1[C@H](CO)[C@H]2Cn3c(cccc3=O)[C@@H]1N2CC1CC1)N1CCc2ccccc2C1	-4	2	-3	-0.2	3	-2	0.6	2
CC(NC(=O)CCl)c1ccccc1Br (configuration not stated)	-5	-5	-11	x	4	2	-0.2	x
O=C(Nc1nccs1)C1CCCN(S(=O)(=O)c2cccc3cccnc23)C1 (configuration not stated)	7	1	-4	-0.1	0	1	0.2	1
COc1ccc(-n2nc(C(=O)NCC(=O)NCc3ccc(F)cc3)c3ccccc3c2=O)cc1	-5	5	-6	0.0	0	3	0.4	4
CCOC(=O)[C@H]1[C@H]2COc3ccc(OC)cc3[C@@H]2N2C(=O)c3ccc(Cl)cc3NC(=O)[C@@]12C	-15	-2	-18	-0.1	-10	3	0.2	-2
COCCNC(=O)NC(=O)CN1CCCc2ccccc21	-6	x	-19	x	2	-2	0.3	x
O=C(Cc1ccccc1)N1CC[C@H]2[C@H](CO)Nc3ccc(-c4ccccc4F)cc3[C@H]21	6	6	20	-0.7	-2	-1	0.1	0
CCOC(=O)c1ncccc1NC(=O)CC(=O)Nc1cccnc1C(=O)OCC	-3	x	-7	0.0	-1	1	0.2	0
C#Cc1ccc([C@@H]2C=C(C(=O)NCc3nc4ccccc4[nH]3)O[C@H](OCC)[C@H]2CCCO)cc1	-3&1	2	-1&21	-0.1	6&-4	-4&-8	-0.1	9
Cc1c(C(=O)NCc2ccc(S(N)(=O)=O)cc2)oc2ccc(Cl)cc12	34	x	-8	x	-2	3	0.0	x
COc1ccc(CCNC(=O)C2Cc3ccccc3C(=O)O2)cc1 (configuration not stated)	-10	x	-14	9.7	-5	-2	0.0	x
COc1cc(Br)c(CCNC(=O)c2ccco2)cc1OC	9	x	-7	-0.2	-11	2	0.1	-13
COc1ccc(NC(=O)CCNS(=O)(=O)c2ccc3c(c2)c(=O)n(C)c(=O)n3C)cc1OC	0	x	9	x	-8	-2	0.0	x
COc1ccc(-n2nc3c(c2NC(=O)CCl)CSC3)cc1	-7	-1	-14	24	-8	-1	0.0	-2
Cc1cc(C)c2oc(C(=O)N(Cc3ccccc3)C3CCS(=O)(=O)C3)cc(=O)c2c1 (configuration not stated)	9	x	-7	x	3	-3	0.1	x
CCOC(=O)c1sc2cccc(F)c2c1N	5	11	-10	x	-2	4	x	1
CC(C)NC(=O)N(C)C[C@H]1Oc2cc(C#Cc3ccccn3)ccc2S(=O)(=O)N([C@@H](C)CO)C[C@@H]1C	8	-4	-12	0.1	2	4	0.1	-1
Cc1ccc(N2C(=O)c3ccccc3C(C)(C)C2=O)cc1	6	0	-10	x	4	1	0.0	5
C[C@@H]1CCCCO[C@H](CN(C)S(=O)(=O)c2cccs2)[C@H](C)CN([C@@H](C)CO)C(=O)c2cc(NS(=O)(=O)c3cn(C)cn3)ccc2O1	23	-11	-16	x	1	1	0.0	3

Entries above that contain an aryl methoxy group, in the order listed:
SMILES	S100A4 MyoIIA	esBAF inh	RAD52 inh	E-sel inducer	ERp5 block	ERAP1 inh	Xi reactivation	RAD54 branch
COc1ccc2nc(/C=N/NC(=O)[C@@H]3CCCN3C(=O)OC(C)(C)C)ccc2c1	-4	x	-4	-0.2	-1	6	0.1	4
COc1cc(NC(=O)c2ccccc2NS(=O)(=O)c2ccc(Cl)s2)cc(OC)c1	-7	x	-69	x	-2	1	0.0	9
COc1ccccc1CN1C[C@@H]2C[C@@H](c3[nH]c4c(C)cccc4c3C)N3CCC[C@@]23C1=O	-6	-2	-10	-0.1	8	-2	0.0	x
COc1ccc(S(=O)(=O)N[C@H]2C=C[C@@H](CC(=O)NCCc3ccncc3)O[C@H]2CO)cc1	-7	5	-17	-0.5	-1	-2	-0.2	-5
COc1ccc(Cn2cc(CN3CC(N4CC=CC4)CS3(=O)=O)nn2)cc1 (configuration not stated)	-29	x	-17	-0.1	-11	-1	0.1	x
COc1ccc(-n2nc(C(=O)NCC(=O)NCc3ccc(F)cc3)c3ccccc3c2=O)cc1	-5	5	-6	0.0	0	3	0.4	4
CCOC(=O)[C@H]1[C@H]2COc3ccc(OC)cc3[C@@H]2N2C(=O)c3ccc(Cl)cc3NC(=O)[C@@]12C	-15	-2	-18	-0.1	-10	3	0.2	-2
COc1ccc(CCNC(=O)C2Cc3ccccc3C(=O)O2)cc1 (configuration not stated)	-10	x	-14	9.7	-5	-2	0.0	x
COc1cc(Br)c(CCNC(=O)c2ccco2)cc1OC	9	x	-7	-0.2	-11	2	0.1	-13
COc1ccc(NC(=O)CCNS(=O)(=O)c2ccc3c(c2)c(=O)n(C)c(=O)n3C)cc1OC	0	x	9	x	-8	-2	0.0	x
COc1ccc(-n2nc3c(c2NC(=O)CCl)CSC3)cc1	-7	-1	-14	24	-8	-1	0.0	-2

Next records
SMILES	S100A4 MyoIIA	esBAF inh	RAD52 inh	E-sel inducer	ERp5 block	ERAP1 inh	Xi reactivation	RAD54 branch
O=S(=O)(c1cccc2ccccc12)N1CCC2CC1c1cc(Cl)ccc12 (configuration not stated)	-1	-1	-14	0.0	-4	-4	0.5	-3
O=C(c1ccc(COc2ccccc2Cl)o1)N1CCN(c2ccccc2)CC1	1	-1	-19	x	2	3	0.1	1
Cc1cccc(S(=O)(=O)N2C[C@H]3[C@@H](c4ccccc42)[C@H](CO)N3C(=O)C2CC2)c1	3	-1	0	-0.5	-3	-2	0.2	-1
O=C(Nc1ccccc1)N1CC(=O)N2[C@@H](CO)[C@H](c3ccc(C#CC4CCCCC4)cc3)[C@@H]2C1	-7	x	-2	0.0	-1	-1	0.1	x
O=C(COc1ccc(Cl)cc1)NCCNC(=O)c1ccccn1	0	-3	-4	0.2	-2	-2	0.0	0
ClCc1nc2ccccc2n1Cc1ccccc1	0	-4	10	x	-2	3	0.2	9
NC(=S)Nc1ncc(CCN2CCOCC2)c(-c2ccc(F)cc2)n1	4	x	-8	x	5	3	0.2	x
c1ccc2cc3[nH]c(CN4CCCCC4)nc3cc2c1	-1	44*	-13	4.1	-6	6	0.1	-8
COc1ccc(NC(=O)N(C)C[C@H]2Oc3cc(C#CCN(C)C)ccc3S(=O)(=O)N([C@@H](C)CO)C[C@@H]2C)cc1	-11	0	6	0.7	-12	0	-0.7	-8
CCCN1C[C@H](C)[C@H](OC)CN(C)C(=O)c2cc(NC(=O)c3ccccc3)ccc2OC[C@H]1C	0	-4	0	0.0	-1	4	1.4	0
COCC(=O)Nc1ccc2c(c1)C(=O)N(C)C[C@@H](OC)[C@@H](C)CN(C(C)=O)[C@@H](C)CO2	0	-1	-1	-0.2	0	-2	-0.5	-7
CC(C)(C)c1ccc(S(=O)(=O)N2CCC(NC(=O)c3ccco3)CC2)cc1	-3	x	12	x	6	2	0.0	7
Cc1noc(C)c1S(=O)(=O)N(C)C[C@H]1Oc2ccc(NC(=O)Cc3cn(C)c4ccccc34)cc2CC(=O)N([C@@H](C)CO)C[C@@H]1C	-5	5	-11	-8.8	3	2	-0.8	3
C[C@@H]1CN([C@H](C)CO)C(=O)Cc2cc(NC(=O)C3CCCCC3)ccc2O[C@@H]1CN(C)Cc1ccncc1	-5	3	-11	12	6	2	2.7	-1
O=C(C[C@H]1CC[C@H]2[C@@H](COC[C@H](O)CN2CCC(F)(F)F)O1)NCc1ccc2c(c1)OCO2	-11	0	15	0.4	-2	-4	0.0	-8
Cc1ccc(-n2c(SCC(=O)Nc3ccc4c5c(cccc35)CC4)nc(O)c(C)c2=O)cc1	-1	x	-21	-0.6	-3	-1	0.1	x
Cc1ccc(NC(=O)CN2C(=O)C3C4C=CC(C4)C3C2=O)cc1S(=O)(=O)N(C)C (configuration not stated)	-4	x	11	-1.2	1	6	-0.2	x
